# Screening results (PubChem BioAssay)
# PhoP inhibition = inhibitors of PhoP regulon expression, primary screen, Salmonella Typhimurium, GFP reporter (AID 1863). S. Typhimurium PhoP-regulated promoter GFP reporter, 4 h; higher % means a stronger effect. 300,000 tested, 0.16% active. inhibition, % at 50 µM; hits with a dose series show IC50 in µM;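 active = inhibition over 29.93%, a cutoff 3 SD above the screen mean, later confirmed by dose response; inconclusive = inhibition over 29.93% but no dose response follow-up; inactive = inhibition at most 29.93% or unconfirmed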;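 also: 0% = low Mg2+ inducing control and 100% = high Mg2+ repressing control; strong numbers were not always called active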
# T cell HTS = T cell immune modulation candidate | calls only at 7 µM | 330,000 tested, 0.068% active | 2C CD8+ T cell-vesicle binding, flow cytometry; active compounds read low | AID 2052;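 active = response, share of CD8 T cells binding vesicles, and their 90th percentile fluorescence all below set limits, cut at about 80% in these data, passing the limit was not always enough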
#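 material = purified 2C TCR transgenic mouse naive CD8+ T cells | controls = Unloaded micro-vesicles (low), QL9 vesicles with 0.7% DMSO (high) | detection = cytometric PE anti-B7-1 and Alexa647 anti-CD8 signals after 1% paraformaldehyde fixation | incubation = binding step 1.5 h, 37 °C, antibody labelling 20 min, ice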
# NS5 inhibitors = flavivirus cap methylation enzyme inhibition – biochemical, confirmation dose response, primary screen (AID 588689); Dengue-2 NS5 methyltransferase capping enzyme assay, biochemical; higher % means a stronger effect; one-dose inhibition, % at 25 µM; IC50 in µM for titrated hits; 340,000 tested, 0.3% active; in the data active = a potency from the dose series; inconclusive = inhibition above about 29% without an active follow-up result
# West Nile virus CPE = inhibition of WNV-induced cytopathic effect – cell-based, CPE readout (AID 1621) | West Nile virus-infected cells, CPE inhibition; higher % means a stronger effect | CPE inhibition, % at 10 µM; hits with a dose series show IC50 in µM | 290,000 tested, 0.02% active; in the data active = a potency from the dose series; inconclusive = CPE inhibition mostly from about 3.7% at the one dose, without a potency; inactive = the rest, 99 in 100 with CPE inhibition below about 2.2%; also: strong numbers were not always called active
# NTR1 agonist = NTR1-driven beta-arrestin-GFP spot formation – imaging, U2OS cells, high content, primary screen (AID 493036); 330,000 tested, 0.17% active; agonist mode; activation, % at 20 µM; P30989;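 active = activation at or above 40% of the spot to cytoplasm intensity ratio, with at least 20 cells analyzed; inconclusive = wells under 20 cells, flagged as cytotoxic or low count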;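 also: 0% = DMSO without peptide and 100% = 100 nM NTR1 peptide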
# Target sequence (P30989 whole entry, looked up): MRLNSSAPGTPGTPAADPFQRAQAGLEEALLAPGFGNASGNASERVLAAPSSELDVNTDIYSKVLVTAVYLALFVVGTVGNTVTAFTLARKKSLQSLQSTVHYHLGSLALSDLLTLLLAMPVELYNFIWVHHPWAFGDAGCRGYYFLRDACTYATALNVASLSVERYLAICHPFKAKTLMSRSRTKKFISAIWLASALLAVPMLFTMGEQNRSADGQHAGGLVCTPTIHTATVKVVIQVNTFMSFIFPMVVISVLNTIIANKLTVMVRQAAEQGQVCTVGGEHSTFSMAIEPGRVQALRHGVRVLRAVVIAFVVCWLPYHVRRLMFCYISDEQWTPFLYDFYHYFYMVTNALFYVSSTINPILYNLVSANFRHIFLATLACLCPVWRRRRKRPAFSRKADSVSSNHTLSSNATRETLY
# K1F lysis inhibition = protection from phage-mediated lysis, alamar blue read-out – E. coli UTI89, K1F phage, bacterial capsule biogenesis inhibitors (AID 488966); E. coli UTI89 K1F phage lysis, alamar blue, 2 h; higher % means a stronger effect; inhibition, % at 100 µM, or IC50 in µM where a hit was titrated; 340,000 tested, 0.02% active;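 active = phage lysis inhibition, versus mean bacterial control, above a set limit; inconclusive = no clear call, values can overlap the other calls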;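 also: capsule biogenesis inhibitors block K1F phage lysis so surviving cells raise fluorescence; higher fluorescence means more inhibition of phage lysis; actives were called in the ten point dose series up to 300 µM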
# SV40 large T antigen = TAg ATPase/helicase activity blockers – biochemical (AID 1903) | SV40 large T antigen ATPase/helicase inhibition assay; higher % means a stronger effect | inhibition, % at 20 µM; hits with a dose series show IC50 in µM | 310,000 tested, 0.39% active; in the data active = a potency from the dose series; inconclusive = inhibition mostly from about 32% at the one dose, without a potency; inactive = the rest, 99 in 100 with inhibition below about 32%; also: strong numbers were not always called active
# Rac1 GTP hydrolysis = MgcRacGAP GTPase-activating activity inhibitors, confirmation, biochemical, ADP Hunter fluorescence | inhibition, % at 30 µM, or IC50 in µM where a hit was titrated | MgcRacGAP-stimulated Rac1 GTP hydrolysis, ADP Hunter fluorescence; higher % means a stronger effect; GST-tagged Rac1 F28L mutant substrate | AID 624330 | 340,000 tested, 0.6% active;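 active = first-screen hits whose inhibition reached a set limit at any dose in the follow-up dose series; inconclusive = inhibition above the set first-screen limit but never retested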;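 also: fluorescence reports GDP produced by GAP-driven GTP hydrolysis; strong numbers were not always called active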
# RSV antiviral HEp-2 = inhibition of RSV-induced cytopathic effect – HEp-2 cells, primary 10 µM value included (AID 2391); HEp-2 cells, RSV-induced CPE inhibition; higher % means a stronger effect; one-dose CPE inhibition, % at 10 µM; IC50 in µM for titrated hits; 310,000 tested, 0.13% active; in the data active = a potency from the dose series; inconclusive = CPE inhibition mostly from about 23% at the one dose, without a potency; inactive = the rest, 99 in 100 with CPE inhibition below about 21%; also: strong numbers were not always called active
# T cell HTS vesicle-bound % = recorded beside T cell HTS, whose call it bears; double positive events, %; measured here: CD8+ vesicle-bound cell fraction;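 binding gate set so that unloaded-vesicle control wells show 10% double positive cells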
# NTR1 agonist cell count 20 µM = also measured in NTR1 agonist; calls as there; cell count; measured here: cell count, cytotoxicity flag
# NS5 inhibitors pilot replicate = second read-out of NS5 inhibitors, no call of its own (marks repeat the call); inhibition, %; measured here: pilot screen replicate inhibition
# Numbers without * were called inactive; i = inactive; ? = inconclusive; · = not tested or not shown; [ ] = dose if it differs, or a comment.
SMILES,PhoP inhibition,T cell HTS,T cell HTS vesicle-bound %,NS5 inhibitors,West Nile virus CPE,NTR1 agonist,NTR1 agonist cell count 20 µM,K1F lysis inhibition,SV40 large T antigen,Rac1 GTP hydrolysis,RSV antiviral HEp-2,others
COc1cc(NC(=O)Cn2cnc(C(=O)Nc3ccc(C)c(C)c3)n2)cc(OC)c1OC,·,·,·,-1.3%,·,1.0,54,0.3%,·,9.4%,·,NS5 inhibitors pilot replicate=2.7
Cc1nc(SCC(=O)Nc2ccnc3ccccc23)n[nH]1,1.3%,i,30.2,-1.9%,0.3%,-0.9,89,0.0%,1.7%,9.9%,?,
S=C(NCCCc1ccccc1)NC1CCCCC1,-0.4%,i,46.3,-11.1%,-0.3%,-0.5,59,0.8%[50 µM],-0.7%,9.2%,0.4%,
COc1cc(OC)c(OC)cc1CNC(=O)CCN1C(=O)c2cccc([N+](=O)[O-])c2C1=O,8.2%,i,13.5,0.0%,-0.2%,1.4,53,-0.1%,1.5%,4.6%,0.7%,
CC(C)c1ccc(NC(=O)CSc2nc(-c3ccccc3F)nc3nc[nH]c23)cc1,-5.9%,i,44.1,8.3%,·,8.9,46,2.1%[50 µM],3.6%,2.4%,1.8%,
CCOC(=O)CSc1nc(C(C)C)nc2sc(C)c(C)c12,3.0%,i,57.0,·,0.3%,6.6,45,0.1%,15.2%,5.1%,-1.0%,
CCC(=O)Nc1ccc(NC(=O)CSc2nnnn2-c2ccc3c(c2)OCCO3)cc1,-6.5%,i,55.1,0.9%,1.2%,3.0,87,0.2%,13.2%,4.8%,2.0%,
CC(=O)Nc1ccc(S(=O)(=O)N2CCc3c(Cl)cccc3C2)cc1,5.6%,i,33.5,-2.8%,-0.1%,-0.8,53,-1.6%,3.0%,-5.1%,8.7%,
CC1CN(S(=O)(=O)c2cccc(C(=O)OCC(=O)NCc3ccccc3)c2)CC(C)O1 (stereo not given),·,i,38.4,1.5%,·,-1.6,88,0.6%[50 µM],·,1.4%,1.2%,
C#CCN1C(=O)C(O)(CC(=O)/C=C/C=C/c2ccccc2)c2ccccc21 (stereo not given),-6.4%,i,25.2,-1.6%,-0.9%,1.4,27,0.4%,7.9%,3.2%,1.4%,
COc1cccc(CNC(=O)CCNS(=O)(=O)c2cccc3nonc23)c1,-4.9%,i,42.1,-5.3%,-0.4%,-1.5,65,0.3%,17.9%,8.9%,2.1%,
O=c1ncn(-c2cccc(Cl)c2)c2ccccc12,·,i,28.4,-6.9%,·,0.3,38,-0.1%,8.0%,4.5%,2.6%,
NC(=S)N/N=C/c1ccc(-c2ccccc2)o1,-11.3%,i,38.7,-13.9%,-0.2%,6.1,45,0.3%,12.4%,13.8%,-2.9%,
COc1ccc(C(CNC(=O)c2cccc(NS(=O)(=O)c3ccc(C)c(F)c3)c2)N(C)C)cc1 (stereo not given),-1.4%,i,32.5,-8.0%,·,1.4,56,1.4%[50 µM],13.2%,8.9%,-0.4%,
CCC(=O)N1c2ccc(S(=O)(=O)N3CCOCC3)cc2CC1C (stereo not given),-1.4%,i,18.8,0.9%,-0.1%,-0.9,57,0.0%,11.5%,-3.5%,1.2%,
Nc1ccccc1SC1CC(=O)N(Cc2ccccc2)C1=O (stereo not given),-4.2%,i,48.1,·,-0.2%,1.1,40,-0.1%,8.6%,14.6%,-1.0%,
CCCn1nc(C(=O)OCC(=O)Nc2ccc(C)cc2)c2ccccc2c1=O,·,i,38.8,-1.2%,·,3.0,57,10.5%,·,1.2%,·,
CCOC(=O)n1c(SCC(=O)N(CC)CC)nc2ccccc21,0.1%,i,28.4,3.9%,0.3%,-1.5,41,-0.3%,27.2%,-0.6%,1.4%,
CC1(c2ccc(Cl)cc2)NC(=O)N(CC(=O)NCCC2=CCCCC2)C1=O (stereo not given),·,i,45.0,-2.9%,·,2.2,60,5.9%,·,-6.0%,0.2%,
Fc1cc(Br)ccc1Nc1nc2ccccc2n2nnnc12,6.1%,i,35.6,2.1%,-0.4%,-4.4,60,-0.8%,3.6%,8.2%,0.8%,
COc1ccc(N(CC(=O)NCc2ccccc2Cl)S(=O)(=O)c2c(C)n[nH]c2C)cc1,-6.5%,i,10.4,-12.3%,0.1%,0.1,60,-0.1%,4.7%,1.7%,-0.2%,
COC(=O)c1ccc(C(NC(=O)OCc2ccccc2)/C(F)=C/[C@@H](C)C(=O)NCc2ccc(-c3ccccc3)cc2)cc1 (stereo not given in full),-8.7%,i,23.4,·,-0.4%,-2.5,49,·,11.3%,·,5.2%,
O=C(Nc1ccc(N2CCN(C(=O)c3cccs3)CC2)cc1)c1cccnc1,4.7%,i,40.5,-1.5%,0.5%,-0.8,47,-0.6%,4.5%,9.1%,6.4%,
CCOc1ccccc1C(=O)OCC(=O)NCC1CCCCC1,3.4%,i,56.0,-9.5%,·,-0.8,76,-0.2%[50 µM],1.5%,-5.1%,-1.0%,
O=C(COC(=O)c1nc(Cl)ccc1Cl)NNC(=O)c1ccccc1,-5.3%,i,56.7,-2.9%,·,-0.2,65,1.1%[50 µM],11.5%,6.1%,0.6%,

# The closing two records of the section before are carried over, then new ones follow:
SMILES,PhoP inhibition,T cell HTS,T cell HTS vesicle-bound %,NS5 inhibitors,West Nile virus CPE,NTR1 agonist,NTR1 agonist cell count 20 µM,K1F lysis inhibition,SV40 large T antigen,Rac1 GTP hydrolysis,RSV antiviral HEp-2,others
CCOc1ccccc1C(=O)OCC(=O)NCC1CCCCC1,3.4%,i,56.0,-9.5%,·,-0.8,76,-0.2%[50 µM],1.5%,-5.1%,-1.0%,
O=C(COC(=O)c1nc(Cl)ccc1Cl)NNC(=O)c1ccccc1,-5.3%,i,56.7,-2.9%,·,-0.2,65,1.1%[50 µM],11.5%,6.1%,0.6%,
COc1ccc(Oc2coc3cc(OC(=O)N4CCOCC4)ccc3c2=O)cc1,3.2%,i,63.2,6.4%,-0.5%,-0.1,91,-0.3%,1.8%,13.0%,0.0%,
COC(=O)c1ccc(/C=N/NC(=S)NC(C)C)cc1,-6.9%,i,58.8,-4.1%,0.0%,0.7,81,0.1%,5.0%,8.0%,-1.3%,
COC(=O)N1C(=O)[C@](Cc2ccccc2)(c2ccccc2)N1C(=O)OC,-3.5%,i,60.6,-9.6%,-0.2%,8.1,98,0.1%,15.3%,7.7%,1.7%,
Cc1cccc(C2=NN(c3ccc(Br)cc3)[C@@H](C(=O)N3CCOC3=O)[C@@H]2C)c1,·,·,·,-2.3%,·,4.5,70,0.1%,·,4.6%,·,NS5 inhibitors pilot replicate=-4.2
COC(=O)c1ccccc1NC(=O)COC(=O)c1cccnc1,3.6%,i,32.6,-5.7%,1.4%,2.6,100,0.7%,6.1%,8.9%,1.2%,
C=CCN(CC=C)CC(O)Cn1c2ccccc2c2ccccc21 (stereo not given),14.6%,i,10.9,-1.4%,-0.6%,0.8,54,0.2%,6.1%,0.2%,0.3%,
O=C(NN1CCOCC1)c1ccc(Cl)cc1[N+](=O)[O-],-3.7%,i,69.0,-2.6%,-0.3%,-0.5,72,0.0%,4.6%,6.8%,1.0%,
CC1(C)CC(N2CCCCC2)=CC(=[N+]2CCCCC2)C1,3.9%,i,31.3,-2.9%,?,1.4,61,0.1%,10.7%,5.8%,5.1%,
CCOC(=O)N1CCN(C2CC(=O)N(c3ccc(Oc4ccccc4)cc3)C2=O)CC1 (stereo not given),-3.0%,i,47.4,-3.2%,1.0%,-0.4,66,-1.1%,9.7%,-6.2%,0.2%,
COc1ccc(NC(=O)Cn2cc(C(=O)C3CC3)c3ccccc32)cc1,-2.1%,i,10.0,-4.2%,-0.4%,-1.8,48,-0.1%,6.6%,7.4%,0.3%,
CS(=O)(=O)c1ccc(NS(=O)(=O)c2ccc(Cl)c(C(=O)NC3=NCCS3)c2)cc1,·,i,44.6,-2.3%,·,1.9,84,-4.5%,·,3.0%,·,
Cc1coc2c1c(C)cc1oc(=O)c(CC(=O)NCCCN3CCCC3=O)c(C)c12,-5.6%,i,50.1,-2.2%,-1.1%,-1.6,75,4.0%,-1.4%,4.2%,0.6%,
S=C(NCCN1CCOCC1)NC1CCCC1,5.8%,i,27.2,-7.3%,0.3%,-2.0,91,0.3%,5.3%,6.8%,-1.1%,
CNC(=O)Nc1ccccc1C(=O)NCc1ccccc1,5.7%,i,27.0,0.0%,0.2%,-0.1,51,0.5%,11.7%,10.4%,2.1%,
CN1CCN(CC(=O)Nc2nnc(-c3cccs3)s2)CC1,5.5%,i,33.2,4.7%,0.1%,-1.7,73,3.6%,8.6%,-1.9%,1.1%,
Cc1ccc(C(=O)C2CCN(CC(=O)Nc3nc(C)cs3)CC2)cc1,-6.6%,i,32.5,-1.4%,0.2%,2.2,46,0.5%,5.3%,-2.2%,8.3%,
CCC(=O)Nc1ccc(C=C(C(C)=O)C(C)=O)cc1,-8.5%,i,45.0,-19.1%,-0.6%,1.7,46,-2.0%,14.3%,17.9%,1.4%,
CN(C)/C=C(\C=O)c1onc(-c2ccccc2Cl)c1C#N,1.1%,i,17.1,-8.0%,1.9%,0.7,64,0.3%,9.3%,-1.4%,1.0%,
CCOc1ccc(N2C(=O)CC(N3CCN(C4CCc5ccccc5C4)CC3)C2=O)cc1 (stereo not given),-8.1%,i,30.3,-10.8%,-0.3%,-0.5,31,-0.1%,-1.3%,15.0%,2.2%,
CN1C(N)=NC(=O)/C1=C\c1ccc(Br)cc1,13.7%,i,52.6,0.7%,-0.5%,0.3,56,0.0%,4.0%,11.7%,2.2%,
O=C(COC(=O)C1CCN(c2ccc(C(F)(F)F)cn2)CC1)Nc1ccc(Cl)cn1,-1.1%,i,41.2,-3.4%,1.7%,0.3,58,0.5%,25.1%,3.0%,1.4%,
COCc1cc(=O)n2[nH]c(C(C)(C)C)cc2n1,-1.4%,i,35.4,-1.6%,1.7%,0.5,46,0.1%,3.6%,9.6%,0.9%,
Cc1ccc(NCc2ccncc2)c(Br)c1,-4.3%,i,24.1,-5.2%,0.5%,-1.2,59,-0.1%,16.5%,9.1%,1.3%,
C=CCOc1c(Br)cc(C2NC(=O)NC(C)=C2C(C)=O)cc1OCC (stereo not given),-2.5%,i,52.0,-4.2%,-1.4%,-0.4,70,6.8%,21.0%,1.9%,-0.3%,
